# Compound activity (PubChem BioAssay)
# STAT3 act: activators of IL-6 induced STAT3 signaling | activation (% of control), % at 5.6 µM | 0.91% of 190,000 active | U3A cells, IL-6 STAT3-luciferase reporter, luminescence; 100% = signal with IL-6 EC80 alone | AID 871;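 active = activation above the screen-wide mean of compound activation plus 3 SD, cut at about 130% in these data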;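 note: 0% = background luminescence of wells with medium and substrate only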
#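 Material: STAT1-lacking human U3A cells, STAT3 luciferase reporter | Benchmarks: IL-6-only wells as 100% reference | Probe or stimulus: IL-6 (33 ng/mL) | Timing: Compound 1 h, then IL-6 6 h at 37 °C | Detection: Luminescence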
# STAT3 inh: STAT3 signaling inhibition | inhibition, % at 5.5 µM | AID 862 | U3A cells, IL-6 STAT3-luciferase reporter, luminescence; host cell line lacks STAT1 | 0.89% of 190,000 active;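 active = inhibition above the mean inhibition across all screened compounds plus 3 SD, cut at about 44% in these data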;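 note: 0% = DMSO only wells and 100% = 100 µM nifuroxazide control wells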
# PPARg SRC3 recr: agonists of human PPARgamma SRC-3 coactivator recruitment. AID 731. activation, % at 8 µM. P37231. 0.26% of 200,000 active. biochemical PPARgamma/SRC-3 coactivator recruitment assay; in the data active = activation above about 23%;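 note: 0% = DMSO and 100% = reference agonist; some compounds past the cut are filed as inactive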
# Target sequence (P37231 whole entry, looked up): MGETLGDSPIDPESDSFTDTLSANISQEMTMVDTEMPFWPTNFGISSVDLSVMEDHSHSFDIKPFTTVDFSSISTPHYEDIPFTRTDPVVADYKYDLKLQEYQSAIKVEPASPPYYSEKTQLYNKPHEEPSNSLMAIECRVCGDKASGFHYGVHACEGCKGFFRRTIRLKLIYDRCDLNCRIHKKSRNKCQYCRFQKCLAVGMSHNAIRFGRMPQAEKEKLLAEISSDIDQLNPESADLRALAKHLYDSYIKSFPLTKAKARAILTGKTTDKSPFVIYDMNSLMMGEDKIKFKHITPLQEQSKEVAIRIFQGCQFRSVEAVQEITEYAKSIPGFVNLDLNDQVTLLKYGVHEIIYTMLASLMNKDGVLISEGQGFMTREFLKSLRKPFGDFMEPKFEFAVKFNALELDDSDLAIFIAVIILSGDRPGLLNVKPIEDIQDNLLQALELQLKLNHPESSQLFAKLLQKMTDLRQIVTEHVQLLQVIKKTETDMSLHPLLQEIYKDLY
# TR-FRET SRC-2 ct: counter-screen for PPARgamma SRC-2 recruitment agonists: TR-FRET artefact. hits give high values. TR-FRET ratio at 8 µM. 0.4% of 200,000 active; in the data active = TR-FRET ratio above about 2000; note: inactives centre near 1500
# TNAP act hi DEA: activators of human TNAP at high phosphate acceptor concentration | activation factor at 20 µM | 200,000 tested, under 10 active | P05186 | purified TNAP, CDP-star luminescence, 1 M DEA, 30 min; hits give high values; 0 = EDTA background, 1 = DMSO-only activity;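 active = activation factor at least 2 at 20 µM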
# Target sequence (P05186 whole entry, looked up): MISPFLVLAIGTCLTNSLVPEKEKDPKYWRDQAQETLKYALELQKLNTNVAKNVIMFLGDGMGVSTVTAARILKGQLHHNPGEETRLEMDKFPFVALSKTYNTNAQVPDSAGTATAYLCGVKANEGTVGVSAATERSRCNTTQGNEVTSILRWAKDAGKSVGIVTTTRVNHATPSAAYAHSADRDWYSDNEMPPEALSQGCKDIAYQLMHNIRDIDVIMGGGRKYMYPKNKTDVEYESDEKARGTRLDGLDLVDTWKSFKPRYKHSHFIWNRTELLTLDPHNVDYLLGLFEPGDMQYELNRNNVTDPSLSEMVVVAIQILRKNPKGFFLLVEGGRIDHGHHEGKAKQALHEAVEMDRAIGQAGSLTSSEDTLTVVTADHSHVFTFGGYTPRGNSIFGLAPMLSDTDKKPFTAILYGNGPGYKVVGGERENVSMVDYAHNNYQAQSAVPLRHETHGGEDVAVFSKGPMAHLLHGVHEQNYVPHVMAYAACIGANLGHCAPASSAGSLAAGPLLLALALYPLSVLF
#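 Control set: EDTA negative control, DMSO positive control / Assay system: human TNAP / Quantity: TNAP 1/800 final / Evaluation: TNAP activation factor scaled between EDTA and DMSO control wells / Measured by: luminescent substrate turnover signal / Compound dosing: one dose, 20 µM / Times: 30 min enzyme reaction at room temperature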
# PPARg SRC2 recr: agonists of SRC-2 recruitment by human PPARgamma | P37231 | PPARgamma LBD-SRC-2 recruitment, biochemical | activation, % at 8 µM | 0.34% of 200,000 active | AID 1032; in the data active = activation above about 22%;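 note: 0% = vehicle and 100% = reference agonist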
# bIAP activator: increases bovine intestinal alkaline phosphatase activity; purified bovine IAP, CDP-star luminescence, 30 min; hits give high values; fold of DMSO-control signal, blank-subtracted; activation factor at 20 µM; 0.17% of 200,000 active; AID 1016;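 active = activation factor of 2 or more at 20 µM, a signal rise over negative controls twice the positive control's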
# bIAP inh: blocks bovine intestinal alkaline phosphatase activity; 190,000 tested, under 10 active; inhibition, % at 20 µM; purified bovine IAP, CDP-star luminescence, 30 min;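 active = over 50% inhibition of intestinal alkaline phosphatase at 20 µM in the single-dose screen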
#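 Assay system: bovine IAP enzyme; medium: DEA buffer 100 mM, pH 9.8, with MgCl2 1.0 mM, ZnCl2 0.02 mM; doses: 20 µM single dose; incubation: enzyme reaction for 30 min at room temperature; detection: CDP-star luminescence signal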
# PPARg SRC1 recr: promotes SRC-1 coactivator recruitment by human PPARgamma | PPARgamma-SRC-1 coactivator recruitment biochemical assay | 0.41% of 200,000 active | activation, % at 8 µM | AID 631 | P37231; in the data active = activation above about 19%;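 note: 0% = DMSO and 100% = reference agonist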
# STAT1 blocker: reduces IFN-gamma driven STAT1 reporter signal; NIH 3T3 STAT1-luciferase reporter, luminescence; inhibition, % at 5.5 µM; 0.35% of 200,000 active; AID 920;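 active = inhibition above a set limit, the mean inhibition across all tested compounds plus 3 SD, cut at about 34% in these data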;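 note: 0% = IFN-gamma with DMSO and 100% = IFN-gamma with 300 µM nifuroxazide; values of inactives mirror those of a sister screen read the other way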
# ROMK mod: modulators of human ROMK potassium channel. Tet-inducible ROMK, thallium flux fluorescence; actives lie on both sides. B-score at 10 µM. 2% of 130,000 active;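 active = signal ratio slope over the read window, or its plate-corrected B-score, at least 3 SD from the plate mean, either direction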;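 note: B-score of the F/F0 ratio slope over 7 to 12 s after thallium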
# Active calls of the source: *; · = no result given.
SMILES,STAT3 act,STAT3 inh,PPARg SRC3 recr,TR-FRET SRC-2 ct,TNAP act hi DEA,PPARg SRC2 recr,bIAP activator,bIAP inh,PPARg SRC1 recr,STAT1 blocker,ROMK mod
N#Cc1ccc(COC(=O)c2ccc3c(=O)[nH]c(CN4CCOCC4)nc3c2)cc1,94,15,7,1491,1,2,1.1,-11,5,-1,·
CCOC(=O)N1CCN(C(=O)C2CCN(c3ncnc4c3sc3cccc(F)c34)CC2)CC1,92,20,-2,1495,1,-1,1.1,-11,-2,37*,·
Cc1c(O)c(CN2CCCCC2)cc2c1oc(=O)c1ccccc12,89,14,1,1471,1.1,5,1,1,3,-1,·
Cn1nnnc1SCC(=O)NNC(=O)c1ccc(Cl)cc1,104,1,-2,1642,1,-1,1.1,-5,2,-7,1.2
S=C(Nc1ccc(Cl)cc1Cl)NC1CCCCC1,105,2,-1,1512,1,3,1,1,4,-15,-0.043
O=C1c2ccccc2C(=O)C12OC(c1ccccc1)C1(C(=O)c3ccccc3C1=O)C2c1ccc([N+](=O)[O-])cc1 (stereo unspecified),107,-5,8,1572,·,16,·,·,6,3,-0.011
C=CCn1c(SCC(=O)Nc2cc(NC(C)=O)ccc2OC)nnc1-c1cccnc1,93,11,5,1651,1,-1,1.1,-5,0,0,-0.03
CC(C)C(C)NC(=O)COC(=O)c1cc(S(=O)(=O)N(C)C)ccc1N1CCCC1 (stereo unspecified),99,2,4,1751,1,3,1,-4,1,3,-0.75
O=C1CCCC(=O)C1=C1SCCCS1,100,3,5,1722,0.9,1,0.8,19,2,-1,·
Cc1oc2cc(OC(C)C(=O)O)ccc2c(=O)c1Oc1ccccc1 (stereo unspecified),103,2,10,1460,1,7,1,1,-1,2,·
CN(C)/C=C(\C#N)C(=O)c1cccnc1Oc1cccc(F)c1,100,5,-3,1557,1,1,1,0,7,-5,·
C/C(=N/OC(=O)c1c(-c2ccccc2Cl)noc1C)c1cnccn1,100,6,1,1450,1,-9,1.1,-11,6,-2,-0.43
CC(=O)Nc1ccc(S(=O)(=O)Nc2ccc3c(c2)OCCO3)cc1,82,25,7,1611,1,10,1,1,5,19,-0.87
O=C(COC(=O)c1ccncc1)Nc1cc(Cl)ccc1Cl,99,8,-6,1695,1,10,1,-4,5,-1,-0.9
Cc1c(Cl)cccc1NC(CC(=O)c1ccccc1)C(=O)O (stereo unspecified),118,-22,-2,1524,1,4,0.9,15,-6,8,0.76
CCSc1nnc(NC(=O)CSc2c(Cl)cccc2Cl)s1,97,7,8,1646,1,6,1,0,7,-3,·
COc1ccc(-n2c(Cc3cccn3C)nnc2SCC(=O)Nc2ccc(F)cc2)cc1,107,-9,5,1553,1,-4,1.2,-23,11,8,·
CCc1nnc(NC(=O)CSc2nnc(CNc3ccc(OC)cc3)n2C)s1,94,6,2,1553,1,7,0.9,10,7,-6,0.64
Cc1cc(=O)oc2cc(OCc3ccc(C(=O)OCC(=O)Nc4ccc(N(C)C)cc4)cc3)ccc12,102,5,-2,1668,1,4,1.1,-11,3,-9,-0.22
CC1CC(C)CN(C(=S)Nc2ccc3nc4n(c(=O)c3c2)CCCCC4)C1 (stereo unspecified),97,5,1,1312,1.1,-2,0.9,5,0,9,0.022
Cc1cc(C)c(C(=O)CN2C(=O)NC3(CCC(C)CC3)C2=O)cc1C (stereo unspecified),105,-4,-6,1436,1,-2,1.1,-11,-6,0,-0.02
COC(=O)C1(C)NC(c2cccs2)C2C(=O)N(c3ccccc3F)C(=O)C21 (stereo unspecified),104,-1,2,1650,1,8,1,2,0,-3,·
CCOc1ncccc1C(=O)OCc1cccc([N+](=O)[O-])c1,96,7,-1,1498,1,-4,1,4,-16,-12,-1.4
O=C(CN1CCN(c2ccc(Cl)cc2)CC1)c1ccc2c(c1)OCO2,96,13,-6,1366,1,-3,0.9,9,2,4,-1.3
CCC1CCCCN1Cc1ccc(OC)c(C)c1 (stereo unspecified),103,2,1,1661,1,-1,0.9,14,-3,1,2.2

# Grouped by structure: the entries above with a cyano group.
SMILES,STAT3 act,STAT3 inh,PPARg SRC3 recr,TR-FRET SRC-2 ct,TNAP act hi DEA,PPARg SRC2 recr,bIAP activator,bIAP inh,PPARg SRC1 recr,STAT1 blocker,ROMK mod
N#Cc1ccc(COC(=O)c2ccc3c(=O)[nH]c(CN4CCOCC4)nc3c2)cc1,94,15,7,1491,1,2,1.1,-11,5,-1,·
CN(C)/C=C(\C#N)C(=O)c1cccnc1Oc1cccc(F)c1,100,5,-3,1557,1,1,1,0,7,-5,·

# Next section:
SMILES,STAT3 act,STAT3 inh,PPARg SRC3 recr,TR-FRET SRC-2 ct,TNAP act hi DEA,PPARg SRC2 recr,bIAP activator,bIAP inh,PPARg SRC1 recr,STAT1 blocker,ROMK mod
CCNS(=O)(=O)c1ccc(CCC(N)=O)cc1,100,2,2,1829,1,9,1,-5,7,-4,-0.18
COc1c2c(nc3occc13)C(CC=C(C)C)(OC)C(OC(C)=O)CC2 (stereo unspecified),102,0,-7,1377,1.1,-1,1.1,-8,6,2,0.029
COc1cccc(CN(C)CC(=O)NNC(=O)c2ccc(Cl)cc2)c1,97,-1,3,1527,1.1,2,1,-3,-4,-14,·
COc1cc(/C=C/C(=O)OCC(=O)Nc2ccc3c(c2)OCCO3)ccc1O,101,-2,4,1690,1,-3,0.9,12,5,-8,·
CN(C)CCNC(=O)c1ccccc1-c1ccccc1,101,4,-14,1590,1,4,1,5,-3,0,0.51
OC1(c2ccc(Br)cc2)CCNCC1,102,4,-5,1484,1,2,0.9,10,1,4,-0.88
CC1Cc2nc(SCC(=O)Nc3nccs3)n(C)c(=O)c2S1 (stereo unspecified),101,4,1,1667,1,8,0.9,11,8,10,·
Cc1cccc(/N=C/c2c(O)cc(C)oc2=O)n1,105,0,-5,1443,1,3,0.9,9,2,0,0.21
CCC(=O)NNC(=S)NC(=O)c1ccc(C)cc1,99,6,0,1327,1,-2,1.3,-30,-9,-12,1.2
O=C(CSc1ncnc2c1cnn2CCc1ccccc1)Nc1ccc(F)cc1,77,33,-13,1400,1.1,0,1,3,4,15,0.0098
C/C(=N\Nc1ccc(S(=O)(=O)N2CCOCC2)cc1[N+](=O)[O-])C(C)C,104,-4,3,1572,0.9,-4,1,1,6,-4,-0.081
Cc1ccc(NC(=O)CCc2ccc(S(=O)(=O)N3CCOCC3)cc2)c(C)c1,103,-7,-3,1371,1,1,1,4,-1,3,3.2*
COC(=O)c1ccc(C(=S)N2CCOCC2)cc1,101,3,-2,1406,1,-2,0.9,7,2,-5,0.019
COc1ccccc1CNC(=O)c1nn(-c2ccc(C)cc2)c(=O)c2c1c1ccccc1n2C,105,-7,5,1628,1,7,1,2,5,2,0.39
Cc1cc(Oc2ccc3ccccc3c2)nc(SCC(=O)c2ccccc2)n1,98,-1,-3,1518,1,-1,1,-2,3,-8,0.98
COc1ccccc1N1CCN(C(=O)CSc2nc(N)cc(=O)[nH]2)CC1,97,10,7,1588,1,10,0.9,6,3,2,0.57
O=C(c1ccccc1F)N1CCN(C2CCC(c3ccccc3)CC2)CC1 (stereo unspecified),108,-8,2,1412,1,2,1,-4,-2,2,-0.99
COc1cccc(C(=O)Nc2nnc(-c3cccs3)s2)c1,52,58*,13,1792,1,11,0.9,6,8,-2,0.39
COc1ccc(-n2c(=S)[nH]c3sc4c(c3c2=O)CCc2ccccc2-4)cc1,112,-11,1,1559,1,-1,0.7,32,-1,-15,·
CCC(=O)c1ccc(OCC(O)CN2CCN(c3cccc(C(F)(F)F)c3)CC2)cc1 (stereo unspecified),106,-4,7,1460,1,-6,0.9,6,-2,8,·
CCC(NC(=O)NCCCn1ccnc1)(C(F)(F)F)C(F)(F)F,112,-7,-4,1514,1,0,1.1,-7,4,4,·
CNc1c(N=Cc2cccnc2)c(=O)n(C)c(=O)n1C,87,19,-3,1555,1,-2,1.4,-44,6,7,-0.0058
Nc1c(C(=O)NC2CC2)sc2nc3c(c(-c4ccco4)c12)CC/C3=C/c1ccco1,92,11,-2,1344,0.8,5,1.1,-9,-1,4,·
CC(NC(=S)N1CCOCC1)c1ccccc1 (stereo unspecified),102,-2,1,1423,1,3,0.9,15,-1,-6,·
CCOc1c2ccc(C(=O)NCc3ccc(OC(F)(F)F)cc3)cc2nn1CC,100,8,6,1602,1.1,3,1,2,2,-2,-0.8
# Next structures:
SMILES,STAT3 act,STAT3 inh,PPARg SRC3 recr,TR-FRET SRC-2 ct,TNAP act hi DEA,PPARg SRC2 recr,bIAP activator,bIAP inh,PPARg SRC1 recr,STAT1 blocker,ROMK mod
CC(C)(C)c1cc(C(F)(F)F)c(C#N)c(=O)[nH]1,105,0,-3,1633,1,7,1,2,0,-1,2.6
CCn1cc(S(=O)(=O)N2CCN(Cc3cccc(Cl)c3)CC2)cn1,98,12,1,1478,1,4,1.1,-12,5,11,-0.26
COc1ccc(CNC(=O)N2CCN(c3ccc(F)cc3)CC2)cc1Cl,92,16,6,1902,1.1,4,1.1,-7,8,-4,-3*
CCc1ccc(NC(=O)CSc2nc3ccsc3c(=O)n2CCCCCC(=O)O)cc1,102,-2,9,1783,1,1,1.1,-8,0,-2,0.27
COc1cc(CNCCN(C)C)ccc1OCc1c(F)cccc1Cl,96,7,2,1621,1,4,0.9,10,5,0,-1.2
COc1cc(C(=O)Nc2nccs2)cc(OC)c1OC,81,26,5,1719,1,1,1,2,2,1,-0.1
Cc1ccccc1Cn1cc(/C=N/n2cnnc2)c2ccccc21,100,4,-6,1267,1,-5,0.9,8,-10,11,·
C=CCNC(=O)NC(=O)COC(=O)/C(C#N)=C/c1ccc(OC)cc1,104,-3,1,1359,1,-4,1,-4,1,-3,1.4
CCOc1cc(-c2c(C#N)c(N)nc3c2CCCC3)ccc1O,100,6,-7,1193,1,3,1,5,-9,9,-0.86
CCOC(=O)c1sc(NCC2CCCO2)nc1C (stereo unspecified),101,0,-7,1660,1.1,11,0.9,8,-2,-10,-0.65
CCN(c1ccccc1)S(=O)(=O)c1ccc(OC)c(NC(=O)CN(C)C)c1,95,13,-4,1411,1,-3,1.1,-15,-2,11,-0.31
Cc1ccc2nc(-c3ccccn3)c(NC3CCCC3)n2c1,108,-7,4,1767,1,6,1.6,-57,0,-15,·

# Taken from above:
# Under ROMK mod, `C=CCNC(=O)NC(=O)COC(=O)/C(C#N)=C/c1ccc(OC)cc1` is entered as 1.4
# Under PPARg SRC1 recr, `CCN(c1ccccc1)S(=O)(=O)c1ccc(OC)c(NC(=O)CN(C)C)c1` is entered as -2
# Under bIAP inh, `CCn1cc(S(=O)(=O)N2CCN(Cc3cccc(Cl)c3)CC2)cn1` is entered as -12
# Under bIAP activator, `COc1cc(C(=O)Nc2nccs2)cc(OC)c1OC` is entered as 1
# Under TNAP act hi DEA, `CCc1ccc(NC(=O)CSc2nc3ccsc3c(=O)n2CCCCCC(=O)O)cc1` is entered as 1
# Under bIAP activator, `COc1ccc(CNC(=O)N2CCN(c3ccc(F)cc3)CC2)cc1Cl` is entered as 1.1
